# Hsp90 Hop PPI: qHTS Assay for Disrupters of an Hsp90 Co-Chaperone Interaction; Hsp90 C-terminal peptide / TPR2A (Hop) interaction, human; AlphaScreen TPR2A-His6 binding biotin-Hsp90 C-terminal peptide; Potency, µM (doses to about 57 µM), for inactives: at the top dose activity change, negative = inhibition; 71,000 compounds, 0.44% hits; AID 595, 2007; active = well fitted curve in either direction with a large enough effect; inconclusive = small, poorly fitted or top-dose-only effect, or another doubt; also: potency is read from the fitted curve at half-maximal effect; % is scaled to controls: 0 for no effect and ±100 for the full control effect; many of its hits are not listed in these tables
# ERK AVP inh: qHTS Assay for Inhibitors of the ERK Signaling Pathway using a Homogeneous Screening Assay; 72,000 compounds, 0.99% hits; HEK293-V1b, vasopressin-stimulated pERK AlphaScreen; Potency, µM (top dose mostly 57.5 µM), without a hit: at the highest dose activity, negative = inhibition, usual class: inhibitors; also: potency is read from the fitted curve at half-maximal effect; % is scaled to controls: 0 for no effect and ±100 for the full control effect; nearly all actives have a fitted effect of over 55% in size
#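 qHTS, compounds titrated on V1b-expressing HEK293 cells. Preincubation 30 min at 37C, vasopressin 25 nM for 5 min, lysis 10 min, bead incubation 5 hr at room temperature.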
# 4MU fluor: qHTS Assay for Spectroscopic Profiling in 4-MU Spectral Region; compound autofluorescence, 340/450 nm, 4-MU equivalents; hits give high values; max dye-equivalent concentration, M; 59,000 compounds, 11% hits; in the data active = max dye-equivalent concentration above about 10 nM; inconclusive = mostly about 1.1 nM to 9.6 nM
#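 Compounds in 100 mM Tris, pH 8.0, sat 15 min at room temperature before fluorescence was read at 340 nm excitation/450 nm emission; a per-plate six-point 4-MU standard curve converted signals to dye-equivalent concentration at each compound concentration.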
# GFP derepression: qHTS Assay for Epigenetic Modulators. AID 597, 2007. Potency, µM (titrated, usually from 46.1 µM), without a hit: at the highest dose GFP derepression (activation). mouse C127i GFP locus derepression, cytometry, 30 h. 68,000 compounds, 0.09% hits; also: % of control where 0% means no effect
#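 Locus derepression in mouse mammary C127i cells whose integrated CMV-GFP reporter is normally silent; GFP expression after 30 h compound treatment was quantified by counting fluorescent cells.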
# Fluorescein fluor: qHTS Assay for Spectroscopic Profiling in Fluorescein Spectral Region; max fluorescein-equivalent concentration, M; 59,000 compounds, 0.91% hits; AID 593, 2007; Compound autofluorescence, 480/540 nm, fluorescein-equivalent; hits give high values; in the data active = max fluorescein-equivalent concentration above about 10 nM; inconclusive = between about 1.1 nM and that limit
#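 Read-out is intrinsic compound fluorescence at 480/540 nm (excitation/emission), expressed as dye-equivalent concentration using a fluorescein standard series run on every plate. Compounds sat 15 min at room temperature in 100 mM Tris, pH 8.0.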
# TexasRed autofl: qHTS Assay for Spectroscopic Profiling in Texas Red Spectral Region. Compound fluorescence, Texas Red channel, 547/618 nm; hits give high values. max dye-equivalent concentration, M. 59,000 compounds, 0.06% hits. AID 587, 2007; in the data active = max dye-equivalent concentration above about 10 nM; inconclusive = between about 1.1 nM and that limit
#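 Spectral interference profiling: each compound concentration's relative fluorescence, read with a 547 nm excitation and 618 nm emission filter pair, was normalized to a per-plate Texas Red standard curve.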
# CRE-bla Fsk: Cell signaling CRE-BLA (Fsk stim) | CHO CRE-bla reporter (cAMP response element driving beta-lactamase), forskolin EC10, beta-lactamase ratio | Potency, µM (highest dose often 38.2 µM), for inactives: top-dose activity change, negative = inhibition, hits mostly activators | 71,000 compounds, 2.5% hits | AID 662, 2007; active = well fitted activation curve with a large enough effect in the signal ratio, with a control signal flat, not every such curve was filed as active; inconclusive = small, poorly fitted or top-dose-only effect, or effect the other way, or a change in a side signal; the % refers to the signal ratio; also: potency is read from the fitted curve at half-maximal effect; % of control where 0% means no effect
#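 CRE-bla CHO reporter cells treated with compound titration plus EC10 NKH 477 (water-soluble forskolin), incubated 3 h at 37 °C; CCF4 loading 2 h at room temperature, 460/530 nm emission ratio read, AC50 values derived for positive or negative modulators.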
# FLuc inh: qHTS Assay for Inhibitors of Firefly Luciferase; purified firefly luciferase, luminescence, 8 min; 72,000 compounds, 2.2% hits; Luciferin 4-monooxygenase (Photinus pyralis), P08659; Potency, µM (series often up to 57.1 µM), for inactives: at the top dose activity change, negative = inhibition, usual class: inhibitors; also: potency is read from the fitted curve at half-maximal effect; % is scaled to controls: 0 for no effect and ±100 for the full control effect; nearly all actives have a fitted effect of over 40% in size
# Target sequence (P08659 whole entry, looked up): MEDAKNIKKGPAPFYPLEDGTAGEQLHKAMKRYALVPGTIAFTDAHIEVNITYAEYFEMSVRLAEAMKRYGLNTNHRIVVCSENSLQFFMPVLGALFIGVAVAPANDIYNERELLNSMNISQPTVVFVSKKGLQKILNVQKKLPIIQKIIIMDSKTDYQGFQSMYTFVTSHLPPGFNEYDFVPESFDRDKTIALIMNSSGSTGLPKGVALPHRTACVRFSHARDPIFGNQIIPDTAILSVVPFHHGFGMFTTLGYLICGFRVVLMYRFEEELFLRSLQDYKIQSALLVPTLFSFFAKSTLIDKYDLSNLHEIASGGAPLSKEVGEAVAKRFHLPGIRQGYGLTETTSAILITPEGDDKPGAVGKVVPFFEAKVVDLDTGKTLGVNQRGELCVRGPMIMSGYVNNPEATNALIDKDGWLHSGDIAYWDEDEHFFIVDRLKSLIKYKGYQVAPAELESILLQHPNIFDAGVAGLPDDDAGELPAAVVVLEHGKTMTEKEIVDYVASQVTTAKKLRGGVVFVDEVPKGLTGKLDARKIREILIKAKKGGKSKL
#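 Here, luciferase activity is measured as luminescence following an 8 min room-temperature reaction at 10 uM ATP, pH 7.2. Every library sample is titrated.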
# HBB splice mod: qHTS Assay for Modulators of Hemoglobin Beta Chain Splicing | HBB splicing reporter cell assay, activation; EGFP reporter with mutant IVS2-654 intron; response scale: normalised to 500 nM splice-correcting PNA | Potency, µM (highest dose often 46.1 µM), without a hit: at the top dose activation, most hits filed as activators | 65,000 compounds, 0.06% hits | AID 925, 2007; also: potency is read from the fitted curve at half-maximal effect; 0% is about no effect
#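 Compounds were applied for 2 days to HeLa EGFP-654 cells, 500/well in Optimem with 2% FCS. The reporter's EGFP is disrupted by mis-splicing of beta-globin intron IVS2-654. Readout: summed well GFP fluorescence from 488 nm laser scanning; reference was 500 nM antisense […] 654 PNA.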
# Ub-GFP proteasome: Ubiquitin-GFP Assay; Ubiquitin-GFP reporter cells, proteasome inhibition, GFP fluorescence; response scale: untreated = 0%, 10 µM MG-132 = 100%; Potency, µM (series often up to 45.9 µM), without a hit: at the highest dose activation (GFP accumulation), usual class: activators; 67,000 tested, under 10 active; active = well fitted activation curve with a large enough effect, not every such curve was filed as active; inconclusive = small, poorly fitted or top-dose-only effect, or another doubt; inactive = no such curve, though single readings can be large or run the other way; also: potency is read from the fitted curve at half-maximal effect
#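 Proteasome block read as GFP accumulation: ubiquitin(G76V)-GFP U2OS cells exposed to compound (2.9 nM–46 uM) for 4 hr at 37 C. Normalization used untreated cells as 0% and 10 uM MG-132 as 100%; concentration-response curves fitted.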
# A350 autofl: qHTS Assay for Spectroscopic Profiling in A350 Spectral Region | max dye-equivalent concentration, M | 59,000 compounds, 11% hits | AID 590, 2007 | Compound autofluorescence, 340/450 nm, Alexa 350 dye-equivalents; hits give high values; in the data active = max dye-equivalent concentration above about 10 nM; inconclusive = mostly about 1.1 nM to 9.6 nM
# * hit, by the source's call; i = inactive; ? = inconclusive; nt = not tested or not shown; [ ] = another dose, or the depositor's remark. Unless noted, calls follow the shape of the dose curve; as a rule, active = well fitted curve in the direction sought with a large enough effect; inconclusive = small, poorly fitted or top-dose-only effect, or another doubt; inactive = no such curve, though single readings can be large; an effect the other way counts as inactive or inconclusive. Only part of the results is shown; rates above refer to the full screens.
SMILES,Hsp90 Hop PPI,ERK AVP inh,4MU fluor,GFP derepression,Fluorescein fluor,TexasRed autofl,CRE-bla Fsk,FLuc inh,HBB splice mod,Ub-GFP proteasome,A350 autofl
Cc1cc(C(=O)Cn2nnc(-c3ccc(Cl)cc3)n2)c(C)n1CC1CCCO1 (stereo unspecified),-2%,12%,i,2%,i,i,-12%,-2%,-3.7%,?,i
O=C1c2ccccc2C(=O)N1CCCOc1ccccc1,4%,11%,?,-2%,i,i,1%,-3%,-0.3%,-2%,?
COc1ccc(OC)c2c(C)cc(N3CCN(C(=O)c4ccc(F)cc4)CC3)nc12,-9%,32µM*,4e-08M*,-2%,i,i,5%,-1%,-1.4%,-8%,3.4e-08M*
COc1ccc(C2CC(C(F)(F)F)n3nc(C(=O)O)cc3N2)cc1OC (stereo unspecified),2%,-25%,?,-1%,i,i,4%,2%,nt,7%,?
O=S(=O)(c1ccc2c(c1)OCCO2)N1CCC(n2nnc3cc(C(F)(F)F)ccc32)CC1,7%,-13%,i,1%,i,i,?,-7%,nt,-1%,i
N#Cc1ccc(CN2CCC3(CCNCC3)CC2)cc1,-7%,-3%,i,12%[9.22 µM],i,i,1%,-5%[11.4 µM],3.9%,-5%,i
COc1ccc(CNC(=O)CCc2nc(-c3ccccc3F)no2)c(OC)c1,2%,19%,i,0%,i,i,-19%,2%,-0.6%,-13%,i
c1coc(-c2nnc3sc(-c4cccs4)nn23)c1,nt,nt,i,-6%[20.6 µM],i,i,nt,0%[25.5 µM],nt,nt,i
CCCCC(CC)CNC(=O)CCS(=O)(=O)c1cccc2nsnc12 (stereo unspecified),-4%,17%,i,-4%,i,i,-12%,1%,-1.8%,-8%,i
CC1CCN(Cc2ccc(NC(=O)CC3Oc4ccccc4NC3=O)cc2)CC1 (stereo unspecified),-1%[2.3 µM],3%,nt,nt,nt,nt,-3%,-4%,-0.5%,-3%,nt
Nc1ccn(-c2ccccc2)c(=O)c1,-3%,4%,i,0%,?,i,-7%,-1%,0.6%[1.84 µM],-4%,i
COc1ccc(C(=O)C2CCN(S(=O)(=O)c3ccc4c(c3)OCCO4)CC2)cc1,11%,10%,i,0%,i,i,?,-2%,nt,1%,i
Cc1ccc(NC(=O)c2cnc3scc(C)n3c2=O)c(C)c1,-2%,nt,nt,nt,nt,nt,3%,-1%,0.2%,-6%,nt
CC(Oc1ccccc1)C(=O)OCC(=O)NC(=O)NCc1ccco1 (stereo unspecified),-4%,1%,i,-2%,?,i,?,0%,0.3%[1.84 µM],-4%,i
Cc1cc(C)c2nc(N3CCCC(C(=O)N4CCC(C(N)=O)CC4)C3)sc2c1 (stereo unspecified),-6%,3%,i,-10%,?,i,?,-10%,2.4%,10%,i
CCCCCC/C(=N/O)c1ccccn1,-14%,2%,i,8%,?,i,-10%,2%,-1.0%[57.5 µM],1%,i
Cc1ccc(C(C)n2cc(C(=O)NCc3ccncc3)nn2)cc1 (stereo unspecified),0%,-8%,i,-1%,i,i,-6%,1%,-0.2%[57.5 µM],-3%,i
CCOCC(=O)Nc1c(C(=O)OCC)oc2ccccc12,13%,19%,?,9%,i,?,10µM*,3%,3.1%,-1%,?
CC1(C(=O)NCc2cccnc2)CCC(=O)N1CCc1ccccc1 (stereo unspecified),-3%[2.3 µM],-4%,nt,nt,nt,nt,1%,2%,0.9%,-13%,nt
COc1cccc(-c2cc(C(=O)N3CCN(Cc4ccccc4)CC3)no2)c1,8%,-35%,i,0%,i,?,-26%,-3%,-4.3%,7%,i
Cc1ccc(OCc2ccc(C(=O)N3CCOCC3)cc2)cc1C,-3%,-10%,i,3%,i,i,-1%,-26%,2.7%,1%,i
C=CCOC(=O)Nc1c(C(=O)OC)[nH]c2ccc(Cl)cc12,-2%,-24%,?,2%,i,i,?,-2%,0.5%[0.369 µM],nt,?
Cc1cc(OCCSc2nnc(-c3cccs3)n2C)ccc1Cl,-4%,-13%,i,0%,i,i,?,0%,-1.7%,0%,?
CC1(C)CC(=O)c2cc(OCC(=O)NCCCN3CCN(c4ccccc4F)CC3)ccc2O1,-5%,6%,2.6e-07M*,-1%,i,i,-21%,0%,-1.7%,-2%,2.4e-07M*
CS(=O)(=O)N1CCC2(CCN(Cc3ccncc3)CC2)CC1,0%,-11%,i,-2%[9.22 µM],?,i,-4%,1%[11.4 µM],2.7%,-2%,i

# Just Fluorescein fluor, Hsp90 Hop PPI and GFP derepression, for 2 of the compounds above:
structure | Fluorescein fluor | Hsp90 Hop PPI | GFP derepression
CC1(C)CC(=O)c2cc(OCC(=O)NCCCN3CCN(c4ccccc4F)CC3)ccc2O1 | i | -5% | -1%
COc1ccc(OC)c2c(C)cc(N3CCN(C(=O)c4ccc(F)cc4)CC3)nc12 | i | -9% | -2%

# The results go on:
SMILES,Hsp90 Hop PPI,ERK AVP inh,4MU fluor,GFP derepression,Fluorescein fluor,TexasRed autofl,CRE-bla Fsk,FLuc inh,HBB splice mod,Ub-GFP proteasome,A350 autofl
Cc1ccccc1-c1cncnc1Nc1ccccc1,1%,-27%,i,3%[9.22 µM],?,i,-1%,1%[2.29 µM],-0.5%,-5%,i
CN(Cc1ccccc1)c1nc2c(c(=O)[nH]c(=O)n2C)n1Cc1ccccc1,0%,?,i,-2%,i,i,?,1%,0.0%[57.5 µM],-3%,i
Cc1cc2c(cc1C)-c1nnnn1C(C)(C)C2,-6%,-2%,i,0%,?,?,?,-5%,12%[1.84 µM],18%,i
COC(=O)CNC(=O)CCCCC(=O)NCC(=O)OC,-4%,12%,i,-3%,i,i,?,2%,-0.6%,-8%,i
CCOc1ccc2c(O)csc2c1,1%,-18%,?,-2%,i,i,-7%,4%,-0.2%[57.5 µM],-4%,?
Cc1ccc(Nc2nc(N)nc(CN3CCN(Cc4ccc5c(c4)OCO5)CC3)n2)cc1Cl,-10%,?,i,3%,i,i,-19%,1%,1.4%[1.84 µM],-10%,i
COc1ccc(C2C/C(=N\O)C(C)(C)O2)cc1 (stereo unspecified),0%,-5%,nt,-2%,nt,nt,5%,-2%,-0.5%[9.22 µM],5%,nt
Cc1ccc(-n2c(N)c(-c3nc4ccccc4n3C)sc2=S)cc1,-7%,-21%,?,?,i,i,?,-8%,1.3%,9%,?
Cc1ccc(SCC(=O)NCCN2C(=O)CSC2=O)c(C)c1,0%,-5%,i,0%,?,i,-2%,-3%,-0.1%[57.5 µM],-1%,i
Nc1nc(NC(=O)c2cccnc2)nn1-c1ccccc1,-10%,-12%,i,0%,i,i,0%,2%,-0.8%[57.5 µM],-8%,i
CC(C)NC(=O)c1ccccc1NC(=O)CCS(=O)(=O)Cc1ccccc1,-3%,-4%,i,0%,?,i,-4%,6%,2.9%,1%,?
CCOc1cc(CN2CCOCC2)cc(C(C)=O)c1,nt,nt,i,3%[20.6 µM],i,i,nt,-1%[25.5 µM],nt,nt,i
CCOC(=O)c1ccc(NC(=O)CSc2nc3c(c(=O)n2CC)SC(C)C3)cc1 (stereo unspecified),-3%,nt,nt,nt,nt,nt,?,-1%,-0.8%,10%,nt
CC(C)(C)n1nc2c(c1NC(=O)c1ccc(Br)o1)CS(=O)C2 (stereo unspecified),-4%,36%[activator],i,6%,i,i,1%,2%,-0.7%,6%,i
CSc1nc(Oc2ccc(=O)[nH]n2)nc(N(C)C)n1,nt,nt,i,0%[20.6 µM],?,i,nt,2%[25.5 µM],nt,nt,i
COc1ccc(S(=O)(=O)Cc2ccc(C(=O)NCc3ccco3)o2)cc1,-6%[2.3 µM],?,nt,nt,nt,nt,0%,0%,-1.3%,0%,nt
Cc1cc(NC(=O)CNC(=O)C2CCCCC2)no1,-5%[11 µM],-13%,nt,-2%,nt,nt,?,0%,-0.8%[0.0738 µM],-9%[9.17 µM],nt
CCC(c1nnc(SCC(=O)N2CC3(C)CC2CC(C)(C)C3)o1)N(C)C (stereo unspecified),-2%,21%,i,4%,?,i,-8%,0%,-2.1%,-6%,i
CC(=O)n1c2ccccc2c2c1c1ccccc1n2C,-2%,-26%,nt,-4%,nt,nt,15%,1%,-1.7%,-9%,nt
COc1ccc(C2C(C#N)=C(N)Oc3n[nH]c(C)c32)cc1CSc1ccccn1 (stereo unspecified),nt,nt,i,3%[20.6 µM],?,i,nt,1%[25.5 µM],nt,nt,i
Cc1ccc(O)c(NC(=O)c2cccc(S(=O)(=O)N3CCCCC3)c2)c1,-7%,-14%,i,-3%,i,i,-2%,0%,-0.9%,-4%,i
COCCn1nnnc1C(c1ccccc1OC)N1CCN(c2ccccc2F)CC1 (stereo unspecified),0%,-15%,i,-1%,i,i,-11%,-2%,nt,3%,i

# Assay outcomes as filed in PubChem.
